TDP43 rescue – inhibitors of TDP-43 toxicity in yeast; TDP-43 expressing yeast growth rescue, BacTiter-Glo, 24 h; Potency, µM (doses to about 46.1 µM), without a hit: at the top dose growth rescue (activation), actives largely listed as activators; actives 1.8% (n = 410,000); note: potency is the fitted concentration of half-maximal effect; % of control where 0% means no effect; nearly all actives have a fitted effect of over 50% in size
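Readout is BacTiter-Glo luminescence of cell growth, so inhibitors register as activators. TDP-43-expressing yeast at OD600=0.02 in galactose medium, after raffinose pregrowth to mid-log, were incubated with compound for 24 hr at 30 deg C.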
GLP1R ag – GLP-1 receptor (human) agonism; P43220; HEK293 GLP-1R CRE-luciferase, luminescence, 4-6 h; cells express a hypersensitive GLP-1R form; Potency, µM (highest dose often 45.6 µM), for the others: at the highest dose activation, usual class: activators; actives 0.007% (n = 380,000); AID 624172; note: potency is the fitted concentration of half-maximal effect; % of control where 0% means no effect
Target sequence (P43220 whole entry, looked up): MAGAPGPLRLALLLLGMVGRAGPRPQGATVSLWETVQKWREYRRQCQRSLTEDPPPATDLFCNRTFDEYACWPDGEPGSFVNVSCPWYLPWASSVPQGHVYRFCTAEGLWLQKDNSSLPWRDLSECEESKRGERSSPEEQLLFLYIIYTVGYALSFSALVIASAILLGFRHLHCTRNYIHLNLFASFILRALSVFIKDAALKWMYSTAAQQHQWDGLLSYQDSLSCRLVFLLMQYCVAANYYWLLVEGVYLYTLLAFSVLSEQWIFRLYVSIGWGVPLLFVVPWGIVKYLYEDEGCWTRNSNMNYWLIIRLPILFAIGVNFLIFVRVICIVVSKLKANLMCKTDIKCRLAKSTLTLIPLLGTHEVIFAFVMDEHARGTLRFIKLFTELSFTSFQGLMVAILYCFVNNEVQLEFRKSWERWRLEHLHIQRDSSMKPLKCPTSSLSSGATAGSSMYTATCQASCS
D3 antag – blocks the human D3 dopamine receptor; AID 652054; max response, negative = inhibition, %; P35462; D3R cells, DiscoveRx beta-arrestin luminescence, antagonist mode; stronger effect = lower value; actives 2.5% (n = 360,000); in the data active = max response below about -50%; inconclusive = no clear call, values can overlap the other calls; note: % is set by controls: 0 for no effect and ±100 for the full control effect; mostly tested at two doses, the higher about 12 µM
Target sequence (P35462 whole entry, looked up): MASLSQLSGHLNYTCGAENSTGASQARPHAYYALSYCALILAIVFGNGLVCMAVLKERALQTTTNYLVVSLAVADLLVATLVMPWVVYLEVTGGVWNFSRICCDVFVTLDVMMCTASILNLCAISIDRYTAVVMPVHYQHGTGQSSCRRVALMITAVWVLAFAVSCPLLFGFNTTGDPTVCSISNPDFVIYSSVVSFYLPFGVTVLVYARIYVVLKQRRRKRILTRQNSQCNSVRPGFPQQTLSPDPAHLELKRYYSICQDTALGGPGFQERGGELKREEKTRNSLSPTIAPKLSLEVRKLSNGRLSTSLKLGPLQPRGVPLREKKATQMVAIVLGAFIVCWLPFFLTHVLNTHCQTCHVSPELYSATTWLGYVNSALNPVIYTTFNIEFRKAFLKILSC
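Cells expressing the human receptor were seeded at 1500 cells/well, incubated overnight at 37 degrees C in 5% CO2, then exposed to library compounds with dopamine controls for 90 minutes at 37 degrees C before luminescent detection.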
pAkt inh – Akt phosphorylation inhibition | Neuro2A IGF-stimulated pAkt S473 HTRF, 20 min; stronger effect = lower value | activity change, % for hits at 50 µM | AID 651550 | actives 0.32% (n = 360,000); in the data active = activity change below about -80%; inconclusive = mostly about -51% to -80%; note: % is set by controls: 0 for no effect and ±100 for the full control effect
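Single-point screen (50 µM final compound) in Neuro2A cells stimulated 20 min with 6 nM IGF at 37 deg C. After lysis, Ser473-phosphorylated Akt read by HTRF (ex 330 nm, em 615/665 nm) as the 665/615 ratio.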
Abeta rescue – compounds reversing amyloid beta toxicity in yeast; actives 0.063% (n = 410,000); Potency, µM (highest dose often 46.1 µM), for inactives: at the top dose growth rescue, actives largely listed as activators; yeast expressing A-beta42, growth rescue, OD600, 48 h; response scale: 0% DMSO, 100% iron-clioquinol control; note: potency is the fitted concentration of half-maximal effect; nearly all actives have a fitted effect of over 55% in size
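Yeast growth medium received pinned compounds, then yeast cells expressing toxic A-beta were added; plates incubated at 30 C for 48 hr. Growth read as absorbance at 600 nm, normalized to DMSO and equimolar FeCl3 plus clioquinol controls.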
FUS suppressor – FUS proteinopathy suppression in yeast | S. cerevisiae FUS-expressing, growth rescue, OD600, 24 h | Potency, µM (series often up to 76.6 µM), for inactives: at the top dose growth rescue (activation), hits mostly activators | actives 0.24% (n = 390,000) | AID 1347120;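 note: potency is the fitted concentration of half-maximal effect; plate controls were DMSO vehicle for no effect and reference control for full effect; nearly all actives have a fitted effect of over 55% in size; some results filed as inactive show a strong effect at the top dose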
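Steps: raffinose overnight preculture; dilution to OD 0.005 in 2% galactose minimal medium; compound addition (concentration series); 24hr at 30C, 99% humidity; absorbance read at 600 nm.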
aSyn yeast inh – rescues yeast growth from alpha-synuclein toxicity | Yeast expressing alpha-synuclein, growth rescue, BacTiter-Glo, 24 h | Potency, µM (highest dose often 46.1 µM), for the others: at the highest dose growth rescue (activation), most hits filed as activators | actives 0.14% (n = 370,000); note: potency is the fitted concentration of half-maximal effect; % of control where 0% means no effect; nearly all actives have a fitted effect of over 65% in size
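Galactose-induced alpha-syn yeast (OD600=0.02, raffinose-pregrown) + pinned cpd, 24 hr, 30 deg C; growth by BacTiter-Glo luminescence. Growth restoration scores as activation.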
GLP-1R inv ag – GLP-1 receptor (human) inverse agonism | P43220 | Potency, µM (series often up to 38.3 µM), for inactives: at the top dose activity change, negative = inhibition, actives largely listed as inhibitors | HEK293 GLP-1R CRE-luciferase, luminescence, 24 h; GLP-1R form is constitutively active | actives 1.6% (n = 410,000); note: potency is the fitted concentration of half-maximal effect; % is set by controls: 0 for no effect and ±100 for the full control effect; nearly all actives have a fitted effect of over 55% in size
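Stable HEK293 clone (constitutively active GLP-1R + cAMP-response luciferase); 200 cells/uL plated, 12 h pre-culture, compound 24 hr, 37 deg C/5% CO2; detection reagent 12 min RT; luminescence.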
PTHR1 ag – PTHR1 (human) receptor agonism; Q03431; HEK293 GP2 PTHR1 cells, GloSensor cAMP luminescence, 1 h; Potency, µM (series often up to 115 µM), for inactives: top-dose activation, hits mostly activators; actives 0.075% (n = 410,000); AID 743266; note: potency is the fitted concentration of half-maximal effect; nearly all actives have a fitted effect of over 55% in size; some results filed as inactive show a strong effect at the top dose; inactives centre near -15; many of its hits are not listed in these tables
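HEK-293-derived GP2 cells expressing PTHR1 and a GloSensor cAMP reporter, 3,000/well, plated overnight, given luciferin plus IBMX (each 0.5 mM as added) for 1 h at 37 °C, then compound for 1 h at 37 °C. Luminescence was read after 15 min at room temperature.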
Numbers without * were called inactive; i = inactive; ? = inconclusive; nt = no result given; & = joins results of further samples; [ ] = another dose, or the depositor's remark. Unless noted, calls come from the whole dose curve; as a rule, active = well fitted curve in the direction sought with a large enough effect; inconclusive = small, poorly fitted or top-dose-only effect, or another doubt; inactive = no such curve, though single readings can be large; an effect the other way counts as inactive or inconclusive.

Order of results: TDP43 rescue | GLP1R ag | D3 antag | pAkt inh | Abeta rescue | FUS suppressor | aSyn yeast inh | GLP-1R inv ag | PTHR1 ag
CC(C)C(=O)Nc1c(-c2ccccc2)c(=O)c2ccccc2n1C
→ 17.0% | 1.4% | -5.2 | i | -6.3% | -1.5% | -1.5% | -8.0% | -11.0%
c1ccc2c(-n3cccn3)cccc2c1
→ -2.6% | 10.2% | -5.0 | i | -1.6% | -2.9% | 1.5% | 16.0% | -2.4%[57.5 µM]
O=C(NCc1nc(-c2ccccc2)no1)c1cccs1
→ -17.4% | 8.6% | 17.2 | nt | 10.8% | 17.8% | 6.8% | 0.0% | i
COc1ccc(/C=N/NC(=O)c2cc(-c3ccccc3OC(C)C)nc3ccccc23)cc1CN1CCOCC1
→ -15.7% | 3.5% | 32.4 | i | -8.7% | nt | -8.1% | -4.3% | i
Cc1ccc2c(c1)NC(=O)CC(c1ccccc1)=N2
→ ? | 10.0% | -17.5 | i | -11.9% | 19.3% | -2.4% | -32.9% | -23.2%[57.5 µM]
CC1CC(C)CN(S(=O)(=O)c2cccc(C(=O)N3CCN(c4ccc(F)cc4)CC3)c2)C1 (configuration not stated)
→ ? | 5.1% | -12.2 | i | 0.1% | 44.2% | 3.0% | ? | -31.4%[inhibitor]
CCCCOc1ccc(CN2CCCCC2)cc1
→ -32.7%[inhibitor] | 1.1% | -25.8 | i | -7.0% | -7.9% | -5.3% | 0.0% | -2.4%[57.5 µM]
N#C/C(=C(/O)COC(=O)c1ccc2c(c1)OCCO2)c1nc2ccccc2[nH]1
→ -2.2% | -12.0% | -62.1* | i | 19.4% | 10.6% | -0.4% | ? | -4.7%[57.5 µM]
COc1ccc(C2=NN(C(=O)c3cccc([N+](=O)[O-])c3)C(c3cccc([N+](=O)[O-])c3)C2)cc1 (configuration not stated)
→ -4.6% | 7.0% | -10.6 | i | 1.2% | 2.0% | 2.0% | 31.3%[activator] | i
OC(CN1CCN(c2ccccc2)CC1)Cn1c2ccccc2c2ccccc21 (configuration not stated)
→ 10.4% | 2.7% | 11.3 | i | 27.7% | -11.3% | 2.6% | ? | i

Carrying on.
Order of results: TDP43 rescue | GLP1R ag | D3 antag | pAkt inh | Abeta rescue | FUS suppressor | aSyn yeast inh | GLP-1R inv ag | PTHR1 ag
Fc1ccc2nc(C3CCN(Cc4nc(CC5CC5)no4)CC3)[nH]c2c1
→ -5.2% | -1.9% | 2.9 | i | 1.7% | 5.4% | 1.0% | -17.9% | -6.4%
CCn1c(=O)cc(SCC(=O)NCCC2=CCCCC2)c2ccccc21
→ 11.0% | 2.8% | -25.9 | i | -6.6% | nt | 0.5% | ? | -29.5%
Cc1ccsc1C(=O)N[C@@H](C)c1nnc2ccccn12
→ 17.4% | 4.7% | -3.0 | nt | 7.6% | -23.6% | 0.6% | -2.9% | i
C/C=C(\C)CN1CCC(n2nccc2NC(=O)CCCc2ccccc2)CC1
→ 10.0% | 17.0% | -2.8 | i | 6.2% | nt | 2.4% | -40.9% | i
Cc1cccc(C)c1-n1c(C)nn(Cc2ccc([N+](=O)[O-])cc2)c1=O
→ 4.4% | 2.3% | -24.6 | i | -8.1% | 5.5% | 0.0% | 11.9% | i
CC(=O)c1ccc(NS(=O)(=O)c2ccc(N)cc2)cc1
→ 9.7% | 7.8% | -23.4 | i | -17.7% | 15.9% | -1.0% | 2.3% | i
C=CCSc1nc2c(c(C3CC=CCC3)c1C#N)CCC2 (configuration not stated)
→ 11.6% | 8.2% | -9.7 | i | 2.9% | -2.2% | -11.8% | ? | -16.4%
NC(=O)c1cnccc1C=Cc1ccccc1
→ 0.0% | 4.5% | -24.0 | i | -16.3% | 6.1% | 8.0% | 3.4% | i
O=C(Cc1c(F)cccc1Cl)NNC(=O)Nc1ccc2c(c1)OCO2
→ 9.0% | 15.6% | 9.0 | i | -0.1% | -15.1% | -0.3% | -22.9% | -19.8%
Cc1cc(C(=O)NNS(=O)(=O)c2ccc(C(C)(C)C)cc2)nn1C(C)(C)C
→ 11.5% | 21.8% | -0.9 | i | -14.6% | 23.0% | 10.1% | ? | ?

Later entries.
Order of results: TDP43 rescue | GLP1R ag | D3 antag | pAkt inh | Abeta rescue | FUS suppressor | aSyn yeast inh | GLP-1R inv ag | PTHR1 ag
Cc1ccc(NC(=O)C2=C(c3ccccc3)S(=O)(=O)CCS2(=O)=O)cc1
→ 3.8% | -6.5% | -71.3* | i | -10.2% | 5.6% | -0.1% | ? | -30.6%[inhibitor]
CCOc1ccccc1-n1c(C)nc2cc(C(=O)O)ccc21
→ 24.7%&22.0% | 2.7% | 10.5 | i | 2.0%&1.4% | -3.7%&-25.3% | -0.8% | -10.2%&4.5% | -22.5%
O=C(Nc1ccc(Br)cc1)C1CCN(C(=O)c2ccco2)CC1
→ ? | 3.1% | -19.9 | i | -9.0% | 16.7% | -6.8% | ? | -13.9%
CC(=O)c1ccc(OCc2cc(C(=O)NC(C)Cc3ccccn3)no2)cc1 (configuration not stated)
→ 7.5% | -0.2% | 2.7 | i | 12.0% | 14.2% | -5.9% | 11.1% | -16.6%
Cc1cccc(C(=O)NCC(=O)NCCCSc2ccccc2)c1
→ -9.1% | 5.0% | -9.2 | i | 0.9% | 9.9% | 0.4% | ? | i
CC(=O)N1N=C(c2ccc(C)cc2)CC1c1ccco1 (configuration not stated)
→ -1.6% | 22.4% | 4.9 | i | 2.1% | 10.2% | 6.4% | 6.8% | -9.5%
CSC1=N/C(=C\c2ccc(C)cc2)C(=O)S1
→ 7.2% | 0.2% | 2.8 | i | -11.8% | -9.5% | 2.8% | -6.8% | i
COc1ccc(C(NC(=O)/C=C\c2ccco2)c2ccc(OC)c(OC)c2)cc1 (configuration not stated)
→ -16.3% | -0.4% | -5.3 | i | 7.5% | 40.3% | -2.4% | 72.8%[activator] | i
CCN(CC)c1ccc(-n2nc3cc(C)c(NC(=O)c4ccccc4C)cc3n2)c(C)c1
→ -7.3% | nt | nt | nt | 1.6% | ? | 20.4% | ? | -19.4%
CC(=O)N1CCc2c(sc(NC(=O)c3ccc(S(=O)(=O)N(C)CC4CCCO4)cc3)c2C(N)=O)C1 (configuration not stated)
→ 3.7% | 1.9% | 4.7 | i | 3.7% | 2.1% | 2.5% | 57.6%[activator] | -6.6%

Following part
Order of results: TDP43 rescue | GLP1R ag | D3 antag | pAkt inh | Abeta rescue | FUS suppressor | aSyn yeast inh | GLP-1R inv ag | PTHR1 ag
COc1ccc(CCNC(=O)CC(c2ccccc2)c2cccc(C)c2O)cc1OC (configuration not stated)
→ 2.2% | 19.7% | 20.9 | i | -5.6% | 14.7% | -0.8% | ? | -34.4%[inhibitor]
Cc1ccc(Cl)cc1N1CCN(C(=O)C2CCN(S(=O)(=O)c3cn(C)cn3)CC2)CC1
→ 18.4% | nt | nt | nt | -11.7% | 24.3% | nt | -1.1% | -11.0%
CCOC(=O)C1(Cc2ccc(Cl)cc2)CCN(Cc2ccon2)CC1
→ 8.3% | 1.5% | -2.3 | i | 4.9% | -10.4% | 5.8% | -36.8% | -1.8%
O=C(Nc1cccc(C(F)(F)F)c1)c1csc([C@@H]2C[C@H](O)[C@@H](CO)O2)n1
→ 12.7% | -4.1% | -22.2 | i | 2.1% | -19.2% | -6.4% | -20.5% | -20.8%
O=C(Nc1cccc(Cl)c1)c1csc([C@@H]2C[C@H](O)[C@@H](CO)O2)n1
→ 8.1% | -6.4% | 0.0 | i | -16.1% | -22.0% | -6.6% | 23.2% | -20.3%
COC(=O)c1ccc(C(=O)OC)c(NC(=O)CSc2nnc(-c3ccccc3Cl)o2)c1
→ -32.0%[inhibitor] | -16.4% | -11.0 | ? | -13.1% | -0.8% | 0.9% | 18.7% | 15.9%[57.5 µM]
CC1CCN(S(=O)(=O)c2nnc(NC(=O)COc3ccccc3)s2)CC1
→ 20.1% | 2.6% | 4.2 | nt | -9.2% | -12.3% | -0.8% | 0.8% | -20.6%
Cc1ccc2c(Cl)c(C(=O)NC3CC3)sc2c1
→ ? | 3.5% | -11.6 | i | -5.4% | -11.9% | -3.0% | 7.2% | i
COCCNC(=O)CSc1nnc(-c2ccccc2F)n1Cc1ccccc1
→ -1.3% | 2.6% | -7.7 | i | -9.8% | -1.8% | -1.5% | -18.9% | -38.7%[inhibitor]
COc1ccc(NC(=O)CCc2nc3c(C)nn(-c4ccc(C)cc4)c3n(C)c2=O)c(OC)c1
→ 5.9% | nt | nt | nt | 2.1% | -8.1% | nt | 4.4% | -2.8%

More results.
Order of results: TDP43 rescue | GLP1R ag | D3 antag | pAkt inh | Abeta rescue | FUS suppressor | aSyn yeast inh | GLP-1R inv ag | PTHR1 ag
COC(=O)c1[nH]c(C)c(/C(O)=C2\C(=O)C(=O)N(CCN3CCOCC3)C2c2ccco2)c1C (configuration not stated)
→ -7.1% | -6.7% | 1.2 | i | 4.2% | -5.6% | 4.0% | 0.6% | -20.0%
CN(CC(=O)Nc1cccc(C#N)c1)Cc1ccc(Cl)cc1
→ -5.1% | 11.2% | -73.5* | i | -11.0% | 18.4% | 4.0% | ? | -80.6%[inhibitor]
CCOc1ccc(C(=O)Nc2c3c(nn2-c2ccc(F)cc2)CS(=O)C3)cc1 (configuration not stated)
→ -5.1% | -8.7% | 4.7 | i | 21.2% | 12.4% | 4.2% | 3.3% | i
Cc1cc(NC(=O)C(C)(C)C)no1
→ 15.0% | 1.0% | 7.9 | i | -8.6%[9.22 µM] | -42.7% | -0.2% | 21.8% | i

Screening data as filed in PubChem BioAssay.

This is a subset (hit frequency here may not be typical).
